# NCI-60 one-dose screen, 48 h, at 10 µM unless noted. Numbers give growth in % (100 = growth as untreated, 0 = no growth, -100 = all killed).
# SF-295 = SF-295 CNS cancer cells; actives 5.6% (n = 79,000)
# SNB-75 = SNB-75 CNS cancer; actives 5% (n = 79,000); AID 1794750
# SF-539 = SF-539 CNS cancer; AID 1794752; actives 6.8% (n = 81,000)
# SF-268 = SF-268 CNS cancer cells | actives 3.1% (n = 82,000) | AID 1794759
# HCC-2998 = HCC-2998 colon cancer; AID 1794799; actives 4.7% (n = 79,000)
# U251 = U251 CNS tumor cells. AID 1794753. actives 5.4% (n = 80,000)
# SNB-19 = SNB-19 CNS cancer cells. actives 2.5% (n = 81,000)
# PC-3 = PC-3 prostate cancer cells | actives 3.9% (n = 80,000) | AID 1794754
# * = called active by the depositor; · = not tested or not shown; & = joins results of further samples; ! = not active in a repeat; [ ] = remark or other dose. How the source made its calls: active means growth percent below 10; inactive means the rest.
SMILES,SF-295,SNB-75,SF-539,SF-268,HCC-2998,U251,SNB-19,PC-3
C=C1C(=O)O[C@H]2[C@H]1CC/C(COC(=O)C(=O)c1c[nH]c3ccccc13)=C\CC[C@@]1(C)O[C@@H]21,57,-55*,-65*,-46*,-79*,-82*,30,-67*
N#Cc1c(N2CCN(Cc3ccccc3)CC2)nc(=S)[nH]c1-c1ccccc1,124,98,156,126,99,92,105,97
N/C(=N\S(=O)(=O)c1ccccc1)Nc1nc2ccccc2s1,93,·,91,92,107,97,99,84
O=S(=O)(NCCNc1nccc(-c2c(-c3cccc(F)c3)nc3occn23)n1)c1ccc(F)cc1,96,73,103,81,100,82,91,76
CCC(=O)Oc1ccc[nH]c1=O,·,90,91,102,105,·,107,108
O=C(Cc1nc2ccc([N+](=O)[O-])cc2nc1CC(=O)c1cccnc1)c1cccnc1,55,4.0*,30,47,96,38,·,97
COc1c(/C=N/N=c2sc(C(=O)c3cc4ccccc4o3)nn2-c2ccc(C)cc2)c(O)cc2oc(C)cc(=O)c12,96,110,98,87,109,97,84,109
C/C(O)=C(\N=Nc1ccccc1)C(N)=O,125,97,115,·,123,98,117,108
NC(=O)CC1(O)C=C(Br)C(=O)C(Br)=C1,115,76,96,89,76,96,106,·
Clc1ccc2c(c1)-c1ccccc1C1=NCCN12,·,50,34,41,41,25,42,29
CC(=O)NCCCN1c2ccncc2Sc2ccncc21,98,84,104,122,115,100,107,102
c1cncc(-c2nc3ccccc3[nH]2)c1,118,97,98,105,92,104,111,90
NC(=S)Nc1nnc(SCC(=O)Nc2ccc3oc(=O)ccc3c2)s1,107,92,100,101,104,107,111,83
NS(=O)(=O)c1ccc(CCN2C(=O)/C(=C\c3ccc(Cl)cc3)C=C2c2ccc3ccccc3c2)cc1,99,78,101,103,95,85,93,76
C=C1C(=O)O[C@H]2[C@H]1CC/C(Cn1cc(Cc3c[nH]c4ccccc34)nn1)=C\CC[C@@]1(C)O[C@@H]21,79,·,-55*,35,62,38,65,39
C=CCN1C(=O)c2cccc3c(C#CCN4C(=O)c5cccc6cccc(c56)C4=O)ccc(c23)C1=O,98,93,96,94,115,105,92,91
Brc1ccccn1,112,101,105,105,100,102,110,96
CC(=O)c1ccc(Br)c([N+](=O)[O-])c1,97,93,107,117,109,104,99,104
CC(O)CN(CCN(CC(C)O)CC(C)O)CC(C)O (stereo not drawn),111&100,99&84,106&98,111&101,99&107,103&104,107&112,107&95
Nc1cccc2c(=O)[nH][nH]c(=O)c12,98,89,104,104,98,105,94,102
Cc1cc(N2CCC(N3CCCC3)CC2)nc(/N=C(\N)Nc2ccc(Cl)c(Cl)c2)n1,-96*,-60*,-85*,-4.1*,-82*,-72*,91,83
O=C1CCCCC1Sc1ccc(Cl)cc1 (stereo not drawn),113,79,106,89,·,89,102,83
O=c1[nH]c(=O)n(Cc2ccc(F)cc2)cc1F,101[50 µM],104[50 µM],100[50 µM],99[50 µM],112[50 µM],99[50 µM],100[50 µM],107[50 µM]
NCCOc1ncccc1/C=C1\C2C=CC=CC2C2C=CC(F)=CC12 (stereo not drawn),-2.8*,40,11,32,4.4*,11,16,34
Clc1ccc(Nc2cccc(-c3cn[nH]c3)c2)cc1,86,21,79,71,89,81,78,78
# The results go on:
SMILES,SF-295,SNB-75,SF-539,SF-268,HCC-2998,U251,SNB-19,PC-3
FC(F)(F)c1cc2c(Cl)ncnc2n1CCC1CCOCC1,71,-91*,71,-71*,-91*,-14*,-99*,2.8*
N#CC(C#N)=C/C=C/c1cccc([N+](=O)[O-])c1,-41*!,11&68,4.5*,-9.0*,-80*,-23*!,41&51,0.1*!
Cc1ccccc1Nc1cc(O)c2c(=O)cc(-c3ccccc3)oc2c1,27,-5.7*,23,61,77,36,33,41
O=c1c2c3c(sc2n2c(CN4CCOCC4)nnc2n1Cc1ccccc1)CCCC3,128,87,106,111,114,94,102,82
O=C(Oc1ccc(CO[N+](=O)[O-])cc1)c1ccccc1,-92*,-98*,-90*,-85*,-82*,-91*,-79*,-92*
CCOc1ccc(/C=C/C(=O)c2ccccc2)cc1,111,·,105,86,92,87,92,74
C/C(=N\O)c1ccc(NC(=O)CSc2nnc(-c3ccc(Cl)cc3)o2)cc1,102,83,94,100,108,95,109,88
CCn1cnc2c(SC3CCCC3)ncnc21,108,106,99,91,133,101,93,·
COc1ccc(/C=C/C(=O)c2ccc(NC(=O)CSc3nnc(-c4ccc(Cl)cc4)o3)cc2)cc1OC,102,93,103,103,99,100,100,104
O=C(NO)c1ccc(C(=O)NO)c(Br)c1,106,102,100,103,99,96,112,87
COC(=O)c1c(C)cccc1C(=O)c1c(C)cc(C)cc1C,98,93,99,96,110,89,100,62
CCOC(=O)c1ncc(-c2ccc(C(F)(F)F)cc2)c(N2CCC(OCC)(OCC)CC2)n1,105,100,104,104,104,95,97,87
COc1ccc(C2SCC(=O)N2NC(=O)c2ccc(NC(=O)c3ccccn3)cc2)cc1OC (stereo not drawn),101,84,99,96,104,94,95,95
COc1ccc(/C=C2\Oc3cc4occc4c(OC)c3C2=O)cc1,·,110,·,87,97,38,87,96
NS(=O)(=O)c1ccc(-n2nc(-c3ccc(Cc4ccccc4)cc3)ccc2=O)cc1,97,93,·,101,97,·,100,99
COc1ccc(C2SCC(=O)N2NC(=O)CCC(=O)c2nc3ncccc3[nH]2)cc1 (stereo not drawn),96,80,92,96,102,94,93,98
Cc1ccc(N(C)c2cc(NC3CC3)n3ncc(C#N)c3n2)cc1N(C)C(=O)C1CC1,110,41,94,87,108,89,87,72
CCCN(CC)c1ncnc2[nH]ncc12,·,122,96,·,100,99,106,96
O=C1Nc2ccc(Cl)cc2C1=O,107,62,90,124,71,99,94,96
CCOC(=O)CCC(NC(C)=O)(C(=O)OCC)C(=O)OCC,97,95,102,98,110,81,96,78
Nc1nc(-c2ccccc2)cs1,104&38,84&59,99&53,96&48,104&75,99&28,105&77,98&25
CCOC(=O)C(NC(N)=O)C(=O)OCC,92,78,101,107,100,·,104,106
Nc1nc(C(=O)N/N=C/c2cccnc2)nn1-c1ccc(S(N)(=O)=O)cc1,104,98,93,94,104,94,100,93
CCCCCCCCCCCCCCCCCN(C)C(=O)OCC,104,97,117,98,74,96,110,96
O=C1c2c(c(=O)[nH]c3ccccc23)CC2CCCCN12 (stereo not drawn),103,91,106,104,117,112,109,107

# Two records picked at random from those above:
SMILES,SF-295,SNB-75,SF-539,SF-268,HCC-2998,U251,SNB-19,PC-3
Cc1ccc(N(C)c2cc(NC3CC3)n3ncc(C#N)c3n2)cc1N(C)C(=O)C1CC1,110,41,94,87,108,89,87,72
CCn1cnc2c(SC3CCCC3)ncnc21,108,106,99,91,133,101,93,·

# (further entries)
SMILES,SF-295,SNB-75,SF-539,SF-268,HCC-2998,U251,SNB-19,PC-3
O=C(O)C1CSCN1 (stereo not drawn),108&104,74&109,93&121,104&117,-21*!,98&104,94&105,112&99
C/C(=C1/SC(=S)NC1=O)c1ccc(Cl)c(O)c1,·,101,107,104,99,94,113,95
CCCN1C(=O)N(CCC)C2C1NN=c1s/c(=C\C(=O)OCC)c(=O)n12 (stereo not drawn),103,132,100,125,115,100,107,107
COc1cc(-c2nnc(SCC(=O)Nc3ccc(C(=O)/C=C/c4ccc(Cl)cc4)cc3)o2)cc(OC)c1OC,92,78,91,87,104,94,103,91
CC1=CC(=O)C(C(C)=Nc2ccccc2Cl)C(=O)O1 (stereo not drawn),121,84,101,101,119,103,·,·
CCCn1c(O)c(N=NC(=O)c2cc3ccccc3[nH]2)c2ccccc21,98,105,105,105,111,99,101,91
COc1ccc(C(O)c2ccccc2)cc1 (stereo not drawn),102,96,102,94,·,94,105,95
COc1ccc2nc(Cl)c(C3C(C#N)=C(N)Oc4n[nH]c(C)c43)cc2c1 (stereo not drawn),100,86,94,96,97,100,99,98
C[n+]1ccc(/C=C/c2ccccc2)cc1,94,109,91,98,·,75,93,75
COC(=O)[C@H](Cc1ccc(O)cc1)NC[C@@H](O)CN1C(=O)/C(=C\c2cc(OC)c(OC)c(OC)c2)c2ccccc21,98,94,104,96,103,92,97,91
CNC(=O)c1cc(Oc2ccc3nc(NC(=O)NCCO)sc3c2)ccn1,92,107,99,108,105,95,104,94
COc1ccc(C(=O)Nc2n[nH]c(Nc3ccccc3)c2C#N)cc1,93,112,98,97,120,111,100,111
CC1(C)CCC2=C1CC(O)C1(F)C2CCC2=CC(=O)CCC21C (stereo not drawn),78,88,84,91,84,85,98,66
NS(=O)(=O)c1cc[n+]([O-])c2ccccc12,102,139,107,96,106,98,114,102
CC(=O)Nc1ccc(S(=O)(=O)N(c2nccnc2Cl)S(=O)(=O)c2ccc(NC(C)=O)cc2)cc1,102,65,106,107,121,84,95,86
CN1C(=O)NC(=C(Cl)Cl)/C1=N/S(=O)(=O)N1CCOCC1,102,113,107,103,106,105,103,105
COc1cc(-c2cc(=O)c3c(CC(=O)O)cc(O)cc3o2)cc(OC)c1OC,·,95,94,94,115,96,102,99
O=C1C2=C(CCN(Cc3ccccc3)C2)N2CCN=C2N1Cc1ccc(C(F)(F)F)cc1,-11*,38,41,39,24,22,28,20
COc1cccc(-c2nn(-c3ccccc3)cc2-c2ccnc(NCCCNS(=O)(=O)c3ccc(C(F)(F)F)cc3)c2)c1,15,47,46,44,20,27,38,13
c1ccc(Nc2nnc(-c3cccnc3)o2)cc1,104,77,92,98,104,95,96,98
O=C1c2c(Cl)c(Cl)c(Cl)c(Cl)c2C(=O)C2(Cl)CC=CCC12Cl (stereo not drawn),106,·,48,-96*,-43*,-30*,14,-55*
OC(c1ccc(Cl)cc1)c1cccnc1 (stereo not drawn),102,87,98,100,97,109,109,109
OCCC1COC(c2ccccc2)O1 (stereo not drawn),108,100,99,112,·,99,109,·
COc1coc(CO)cc1=O,130,105,110,106,117,96,113,108
CN1CC[C@@H]2[C@@]3(C)CC[C@H](O)C(C)(C)[C@@H]3CC[C@@]2(C)[C@]2(C)CC[C@@]3(CO)CCC(C)(C)C[C@@H]3C12 (stereo partly drawn),104,88,75,97,27,74,94,80
O=[N+]([O-])c1ccc(C2Nc3cc(Cl)c(Cl)cc3S(=O)(=O)N2O)cc1 (stereo not drawn),119,116,112,106,91,95,106,91
CCOC(=O)CCOc1ccccc1N,102,97,105,83,98,100,104,90

# Entries above containing a carbonyl joined to an NH by a bond outside any ring:
SMILES,SF-295,SNB-75,SF-539,SF-268,HCC-2998,U251,SNB-19,PC-3
C/C(O)=C(\N=Nc1ccccc1)C(N)=O,125,97,115,·,123,98,117,108
NC(=O)CC1(O)C=C(Br)C(=O)C(Br)=C1,115,76,96,89,76,96,106,·
CC(=O)NCCCN1c2ccncc2Sc2ccncc21,98,84,104,122,115,100,107,102
NC(=S)Nc1nnc(SCC(=O)Nc2ccc3oc(=O)ccc3c2)s1,107,92,100,101,104,107,111,83
C/C(=N\O)c1ccc(NC(=O)CSc2nnc(-c3ccc(Cl)cc3)o2)cc1,102,83,94,100,108,95,109,88
COc1ccc(/C=C/C(=O)c2ccc(NC(=O)CSc3nnc(-c4ccc(Cl)cc4)o3)cc2)cc1OC,102,93,103,103,99,100,100,104
O=C(NO)c1ccc(C(=O)NO)c(Br)c1,106,102,100,103,99,96,112,87
COc1ccc(C2SCC(=O)N2NC(=O)c2ccc(NC(=O)c3ccccn3)cc2)cc1OC (stereo not drawn),101,84,99,96,104,94,95,95
COc1ccc(C2SCC(=O)N2NC(=O)CCC(=O)c2nc3ncccc3[nH]2)cc1 (stereo not drawn),96,80,92,96,102,94,93,98
CCOC(=O)CCC(NC(C)=O)(C(=O)OCC)C(=O)OCC,97,95,102,98,110,81,96,78
CCOC(=O)C(NC(N)=O)C(=O)OCC,92,78,101,107,100,·,104,106
Nc1nc(C(=O)N/N=C/c2cccnc2)nn1-c1ccc(S(N)(=O)=O)cc1,104,98,93,94,104,94,100,93
COc1cc(-c2nnc(SCC(=O)Nc3ccc(C(=O)/C=C/c4ccc(Cl)cc4)cc3)o2)cc(OC)c1OC,92,78,91,87,104,94,103,91
CNC(=O)c1cc(Oc2ccc3nc(NC(=O)NCCO)sc3c2)ccn1,92,107,99,108,105,95,104,94
COc1ccc(C(=O)Nc2n[nH]c(Nc3ccccc3)c2C#N)cc1,93,112,98,97,120,111,100,111
CC(=O)Nc1ccc(S(=O)(=O)N(c2nccnc2Cl)S(=O)(=O)c2ccc(NC(C)=O)cc2)cc1,102,65,106,107,121,84,95,86

# From PubChem
